Compound activity: PubChem, University of Kansas High Throughput Screening Laboratory
Pf apPOL block: Pf-apPOL DNA polymerase inhibition; actives 0.25% (n = 210,000); inhibition, % at 10 µM; Recombinant Pf-apPOL, molecular beacon fluorescence, 1.5 h; AID 1794808
mHTT-CaM PPI inh: inhibitors of human mutant huntingtin-calmodulin interaction; P42858; AlphaScreen His-mHTT/GST-CaM binding, luminescence; inhibition, % at 15 µM; actives 3.6% (n = 190,000); AID 1671202;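 note: 0% = both proteins with DMSO and 100% = one protein alone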
* marks the source's active call; other numbers are inactive results; · = not tested or not shown; & = joins results of further samples. Cut-off read from the data, not from the text of the source: active = inhibition above about 50%; inactive = the rest. A portion of the library; the hit share may differ from the screen's.

The opening five records as a preview:
SMILES	Pf apPOL block	mHTT-CaM PPI inh
CC[C@H](NC(=O)c1c(O)c(-c2ccccc2)nc2ccccc12)c1ccccc1	-2.6	·
O=C(NCc1ccc(F)cc1Cl)c1cc(C2CC2)n2nccc2n1	2.1	-19.6
COc1cccc(-c2noc(C3CCCN3C(=O)Nc3cccc(C)c3C)n2)c1 (configuration not stated)	-0.9	-0.3
O=C(c1ccccc1Br)N1CCN(Cc2noc3ccccc23)CC1	-1.3	-3.2
Cc1nc2cc(N3CC(C(=O)N4CCN(c5ccc(F)cc5)CC4)CC3=O)ccc2o1 (configuration not stated)	-2.0	11.3

The listing (from the top)
SMILES	Pf apPOL block	mHTT-CaM PPI inh
CC[C@H](NC(=O)c1c(O)c(-c2ccccc2)nc2ccccc12)c1ccccc1	-2.6	·
O=C(NCc1ccc(F)cc1Cl)c1cc(C2CC2)n2nccc2n1	2.1	-19.6
COc1cccc(-c2noc(C3CCCN3C(=O)Nc3cccc(C)c3C)n2)c1 (configuration not stated)	-0.9	-0.3
O=C(c1ccccc1Br)N1CCN(Cc2noc3ccccc23)CC1	-1.3	-3.2
Cc1nc2cc(N3CC(C(=O)N4CCN(c5ccc(F)cc5)CC4)CC3=O)ccc2o1 (configuration not stated)	-2.0	11.3
Cc1cccc(CC(=O)N2CC3CC2CC3NS(C)(=O)=O)c1 (configuration not stated)	3.6	-2.9
COc1ccc(NC(=O)N2CCN(C3=CC4=NCC(C)N4C=N3)CC2)cc1 (configuration not stated)	-1.4	3.4
O=C(CCc1conc1-c1ccc(F)cc1)NCc1ccc2c(c1)OCO2	-0.5	-2.1
CCN(CC)C(=O)c1cc2c(s1)CCC(C(=O)N1CCC(C)CC1)C2 (configuration not stated)	-8.6	3.3
Cc1ccc(C)c(CNC(=O)c2c(C)sc3ccn(C)c(=O)c23)c1	4.0	-3.4
O=C1N(c2ccccc2)c2ccccc2C1(Cc1ccncc1)Cc1ccncc1	1.5	·
CCCN1CCN(C2CCN(C(=O)C(CC)CC)CC2)C1=O	-3.8	12.9
Cc1cc2c(s1)Nc1ccccc1N=C2N1CCN(C)CC1	7.1	·
O=C(NC1CC1)c1ccc(OCC2CCN(C(=O)c3c(F)cccc3Cl)CC2)cc1	-3.4	3.6
Cc1cc(C(=O)NC2CC2)c2cccc(Cl)c2n1	2.3	7.7
CN(C)CC(=O)N1CCc2[nH]nc(-c3ccc(F)cc3)c2C1	-2.5	-0.7
CCOc1cc(CNc2ccccc2SC)ccc1OC	4.4	-9.6
COc1ccc(C)cc1NC(=O)c1cc(C)n2nccc2n1	-0.5	-11.6
Cc1coc2c1C(=O)C(=O)c1c-2ccc2c1CCCC2(C)C	-4.3	·
O=C(O)CCC(=O)Nc1nc(-c2ccc(Cl)c(Cl)c2)cs1	1.8	2.3
CN(C)CCCN1c2ccccc2Sc2ccccc21	-0.4	·
Cc1ccc(NC(=O)C2CCc3nc(N4CCCCC4)ncc3C2)cc1 (configuration not stated)	-0.6	-4.9
CC1CCN(S(=O)(=O)c2cccn(CC#N)c2=O)CC1	-0.7	-6.3
Cc1ccc(F)c(NS(=O)(=O)c2cc3n(c2)CCN(C)C3=O)c1	-0.7	1.1
CC(=O)O[C@]1(C(C)=O)CC[C@H]2[C@@H]3C=C(Cl)C4=CC(=O)[C@@H]5C[C@@H]5[C@]4(C)[C@H]3CC[C@@]21C	-3.4	·

Taken from above.
Cc1coc2c1C(=O)C(=O)c1c-2ccc2c1CCCC2(C)C | Pf apPOL block = -4.3
CN(C)CCCN1c2ccccc2Sc2ccccc21 | Pf apPOL block = -0.4
Cc1cccc(CC(=O)N2CC3CC2CC3NS(C)(=O)=O)c1 (configuration not stated) | mHTT-CaM PPI inh = -2.9
CC[C@H](NC(=O)c1c(O)c(-c2ccccc2)nc2ccccc12)c1ccccc1 | Pf apPOL block = -2.6
CCOc1cc(CNc2ccccc2SC)ccc1OC | Pf apPOL block = 4.4

Next compounds
SMILES	Pf apPOL block	mHTT-CaM PPI inh
O=C(c1c[nH]c2ccccc12)N1CC2CC1CC2NS(=O)(=O)c1ccccc1 (configuration not stated)	1.4	6.1
N#Cc1cccnc1N1CCN(c2ccccn2)CC1	2.3	-3.4
CN(C)C/C=C(/c1ccc(Br)cc1)c1cccnc1	-0.4	·
CC(C)COc1ccc(S(=O)(=O)N2CCOC(c3ccccc3)C2)cc1 (configuration not stated)	-0.3	-15.4
CC(C)Cc1ccc(C(C)C(=O)O)cc1 (configuration not stated)	-6.6&-7.6	1.5
CC1=NN(c2ccccc2)C(=O)C1	-2.8&1.9	·
CC(=O)N1CCc2cc(C(=O)NC(C)C)ccc21	-2.7	5.4
CC(NC1=C(Cl)C(=O)c2ccccc2C1=O)C(=O)O (configuration not stated)	9.3	22.1
CCOC(=O)Nc1ccc2c(c1)CN(C(C)=O)CC2	0.2	-4.9
CC(C)NC(=O)Cn1c2ccccc2n2c(=O)cc(-c3ccc(F)cc3)nc12	-2.9	-9.5
COc1ccc(CC(=O)N2CCC(c3cc(N)on3)CC2)cc1	-2.7	-3.9
COc1ccccc1C1C2=C(CC(C)(C)CC2=O)Nc2ccccc2N1C(=O)CCC(=O)O (configuration not stated)	-1.2	2.7
COc1c(O)cc2c(c1O)C1OC(CO)C(O)C(O)C1OC2=O (configuration not stated)	-10.1	·
CCCCN1C(=O)C(C)(C(=O)NCc2ccc(F)cc2)Oc2cccnc21 (configuration not stated)	-2.6	-5.4
CCOC(=O)N1CCc2c(sc(NC(=O)c3cn(C)nc3OC)c2C#N)C1	-1.6	-12.3
CC(C)Cn1cnc2c1c(=O)n(C)c(=O)n2C	-1.7	1.7
O=C1C(=C2C=C(c3ccccc3)OC3=C2CCCC3)C(=O)c2ccccc21	-74.0	14.1
O=C(c1ccc(Cl)s1)N1CC(c2nc(-c3cccc(C(F)(F)F)c3)no2)C1	48.6	-17.6
Cc1ccc(NS(=O)(=O)c2ccc(Cl)cc2)cc1	5.1	-21.6
O=C(Nc1ccccc1)C1CCCN(c2nnc3ccccn23)C1 (configuration not stated)	1.6	-0.5
COc1cc2c(cc1-c1c(C)noc1C)ncc1[nH]c(=O)n([C@H](C)c3ccccn3)c12	-9.9	·
COc1ccc(CN(CCN(C)C)c2ccccn2)cc1	-1.0	·
CNC(=O)C1CCCN1C(=O)Nc1ccc(C)cc1 (configuration not stated)	6.7	0.0
CCc1ccc(NC(=O)N2CCC(c3nc(C(=O)N4CCCC4)c(C)o3)CC2)cc1	-4.5	3.0
Cc1cc(C(=O)NCc2ccccc2)nc2cc(-c3cccs3)nn12	3.4	-5.4

Additional compounds.
SMILES	Pf apPOL block	mHTT-CaM PPI inh
O=C(O)c1cn(Cc2ccccc2)c(=O)c2ccccc12	9.7	-1.7
O=C(NCCc1ccc(F)cc1)C(=O)Nc1cccc(N2CCCC2=O)c1	-6.9	-1.0
CC(C)(C)C(O)CCNC(=O)c1ccc(C(F)(F)F)cc1 (configuration not stated)	-17.5	-8.8
CCNC(=O)N1CCCC(c2cccc(C(=O)NCc3cccc(C(F)(F)F)c3)c2)C1 (configuration not stated)	-3.4	23.6
Cc1noc(C2CCCCN2Cc2nc(-c3ccccn3)no2)n1 (configuration not stated)	-5.3	6.9
O=C(NC1(c2nc(-c3cccnc3)no2)CCCCC1)c1n[nH]c2c1CCCC2	-4.3	20.1
CCCCCCC/C=C\CCCCCCCCC(=O)O	16.8	·
Cc1ccc(NC(=O)c2c(O)c3cccnc3n(-c3ccc(F)cc3)c2=O)cc1F	-3.3	-1.1
CC(C)Cc1ccc([C@H](C)C(=O)O)cc1	-9.0	·
O=C(O)CN1C(=O)c2cccc3cccc(c23)C1=O	-2.1	-2.8
O=C(NCc1ccccc1F)C1CC(=O)N(c2ccc3c(c2)CCN3C(=O)C2CC2)C1 (configuration not stated)	-6.9	2.7
CCC1=NS(=O)(=O)c2cccnc2N1c1ccc(CC)cc1	-2.2	-12.4
CC1CN(C(=O)c2cccs2)CC1c1nc(-c2ccccc2)no1 (configuration not stated)	-7.6	-11.2
CCCOc1ccccc1-c1nc2n[nH]nc2c(=O)[nH]1	7.1	·
C1=NC(Cc2cccc3ccccc23)NC1 (configuration not stated)	·	-6.7
CCOC(=O)C1CCCN(C(=O)c2csc3nc(-c4ccc(F)cc4)cn23)C1 (configuration not stated)	-8.4	-0.8
CSc1cccc(NC(=O)N2CCCC2c2nc(-c3ccc(F)cc3)no2)c1 (configuration not stated)	-1.1	15.2
COc1cccc(N2CCN(C(=O)c3ccc4c(c3)NC(=O)C3CCCCN43)CC2)c1 (configuration not stated)	2.2	29.9
COc1nc(C)nc(Cl)c1NC1=NCCN1	-9.0	·
Cc1ccc2nc(C)c(NC(=O)C3c4ccccc4Oc4ccccc43)c(=O)n2c1	-2.4	-2.6
O=C1OC(c2ccc(-c3ccccc3)cc2)=N/C1=C\c1cccs1	-3.3	7.0
O=C1NCC2(CCN(CCc3ccccc3)CC2)O1	0.5	·
CC(=O)N1CCc2ccccc2C1C(=O)NCc1ccc(C(F)(F)F)cc1 (configuration not stated)	-2.1	12.8
COc1cccc(NC(=O)N2CCOc3ccc(C)cc32)c1	-7.8	2.5
COc1cc2nc(N3CCN(C(=O)C4COc5ccccc5O4)CC3)nc(N)c2cc1OC (configuration not stated)	-1.9	·

Remaining list, next part.
SMILES	Pf apPOL block	mHTT-CaM PPI inh
CCNc1cc(N2CCC(CCC(=O)NCc3ccccc3)CC2)ncn1	-0.6	2.4
O=C1NC(=O)[C@@]2(CCOc3ccc(F)cc32)N1	9.6	·
O=C(O)c1cn(C2CC2)c2cc(Cl)c(F)cc2c1=O	·	-0.9
COc1ccc(-c2nnc(N3CCC(C(=O)NCCN4CCOCC4)CC3)o2)cc1	-8.1	1.4
COc1ccc(C(C)NC(=O)C2CCN(c3cncnc3N3CCOCC3)CC2)cc1 (configuration not stated)	-8.0	8.6
CCOC(=O)N1CCN(C(=O)CSc2ncnc3c2cnn3-c2ccc(F)cc2)CC1	-0.4	-12.4
CCCn1cc(C2=CCN(S(=O)(=O)c3ccc(F)c(Cl)c3)CC2)c2cccnc21	0.1	9.5
O=C(c1ccc2c(c1)OCO2)N1CCC2(CC1)NC(=O)N(Cc1cccc(Cl)c1)C2=O	-5.9	17.1
Cc1ccc(-c2noc(C3CCCN3S(=O)(=O)c3ccc(F)c(Cl)c3)n2)cc1 (configuration not stated)	-2.6	-14.7
O=c1ccn(C2CC(O)C(CO)O2)c(=O)[nH]1 (configuration not stated)	-2.2	·
CCNC(=O)c1cc(C)nc2c(C)cccc12	-1.9	3.5
CCNC(=O)c1cc(C)nc2ccc(C(C)C)cc12	0.0	2.8
Cc1ccc(NC(=O)N2CCC(n3cnc4ccc(F)cc4c3=O)CC2)cc1F	-1.8	-7.2
C=CCNC(=O)Cc1cn2cc(Br)ccc2n1	-4.5	-2.0
O=C(Nc1ccccc1Br)C1CCCN(C(=O)c2ccccc2F)C1 (configuration not stated)	29.1	28.1

Random excerpt: three compounds from above
SMILES	Pf apPOL block	mHTT-CaM PPI inh
Cc1ccc(F)c(NS(=O)(=O)c2cc3n(c2)CCN(C)C3=O)c1	-0.7	1.1
Cc1ccc2nc(C)c(NC(=O)C3c4ccccc4Oc4ccccc43)c(=O)n2c1	-2.4	-2.6
COc1cc2c(cc1-c1c(C)noc1C)ncc1[nH]c(=O)n([C@H](C)c3ccccn3)c12	-9.9	·
